NR1D1 modulator: Rev-erb alpha (human) modulation; P20393; Rev-erbα–FITC-DNA binding, fluorescence polarization, 90 min; activity, % at 10 µM; actives 0.79% (n = 370,000);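 active = activity above about 14%, limit read from the data; passing the limit was not always enough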;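 also: 0% = DMSO wells with 35 nM protein and 100% = DMSO wells with 750 nM protein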
Target sequence (P20393 whole entry, looked up): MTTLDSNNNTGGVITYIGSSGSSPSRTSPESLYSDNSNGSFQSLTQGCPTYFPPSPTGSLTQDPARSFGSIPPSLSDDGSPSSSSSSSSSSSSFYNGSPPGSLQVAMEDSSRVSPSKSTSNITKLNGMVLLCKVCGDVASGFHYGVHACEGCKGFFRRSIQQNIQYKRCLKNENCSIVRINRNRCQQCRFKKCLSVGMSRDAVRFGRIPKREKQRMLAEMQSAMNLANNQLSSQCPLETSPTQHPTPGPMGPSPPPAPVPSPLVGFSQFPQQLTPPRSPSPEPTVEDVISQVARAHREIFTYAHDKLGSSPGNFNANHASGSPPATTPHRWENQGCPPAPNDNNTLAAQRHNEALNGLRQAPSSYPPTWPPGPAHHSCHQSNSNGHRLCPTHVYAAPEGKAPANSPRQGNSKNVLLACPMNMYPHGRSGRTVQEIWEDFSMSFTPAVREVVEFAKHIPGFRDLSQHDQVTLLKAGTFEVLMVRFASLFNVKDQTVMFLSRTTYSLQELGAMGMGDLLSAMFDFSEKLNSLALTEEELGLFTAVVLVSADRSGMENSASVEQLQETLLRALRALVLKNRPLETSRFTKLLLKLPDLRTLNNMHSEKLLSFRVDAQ
PG9 binder: PG9 antibody binding by small molecule. AID 624416. TR-FRET gp120-PG9 antibody binding. inhibition, % at 6.7 µM. actives 0.43% (n = 360,000); in the data active = inhibition above about 8.5%
TCR CD3 inh: inhibitors of human TCR-CD3 interaction | TAMRA-labeled TCR probe fluorescence, biochemical | inhibition, % at 9.4 µM | actives 0.37% (n = 360,000); in the data active = inhibition above about 19%;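 also: recombinant mutant TCR 2C K166C tagged with TAMRA read by polarization; 0% = receptor in buffer alone and 100% = receptor with positive control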
HTRA1 inhibitor: inhibitors of human serine peptidase HTRA1; Q92743; recombinant HTRA1, FP-rhodamine activity-based probe, fluorescence polarization; AID 504803; actives 0.5% (n = 340,000); inhibition, % at 5.96 µM; in the data active = inhibition above about 36%;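 also: 0% = enzyme with DMSO and 100% = wells lacking enzyme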
TDP2 inh: blocks human TDP2 phosphodiesterase activity. O95551. recombinant TDP2, T5PNP hydrolysis, p-nitrophenol absorbance 415 nm. inhibition, % at 12.8 µM. actives 0.34% (n = 370,000);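 active = inhibition above the mean of all tested compounds plus 3 SD, set per campaign, cut at about 25% in these data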;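 also: 0% = DMSO with enzyme and 100% = buffer with substrate but no TDP2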
Target sequence (O95551 whole entry, looked up): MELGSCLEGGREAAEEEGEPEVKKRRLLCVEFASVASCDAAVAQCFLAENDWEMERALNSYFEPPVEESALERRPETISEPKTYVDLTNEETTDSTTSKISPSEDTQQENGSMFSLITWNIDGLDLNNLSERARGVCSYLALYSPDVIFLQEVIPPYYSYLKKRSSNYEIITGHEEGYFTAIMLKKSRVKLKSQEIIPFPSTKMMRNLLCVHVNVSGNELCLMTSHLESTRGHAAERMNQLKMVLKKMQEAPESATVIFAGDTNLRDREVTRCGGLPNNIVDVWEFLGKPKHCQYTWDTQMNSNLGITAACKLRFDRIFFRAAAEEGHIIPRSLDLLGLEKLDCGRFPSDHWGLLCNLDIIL
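Read-out basis: percent inhibition. System: recombinant human TDP2. Buffer or medium: Mg2+-containing Tris-HCl buffer, pH 7.5. Repeats: single replicate. Timing: reaction 2 h, 37 °C. Benchmarks: high control without enzyme, low control DMSO plus TDP2. Probe or stimulus: 5 mM T5PNP. Doses: 12.8 µM only. Measured by: epi absorbance of p-nitrophenol freed from T5PNP by hydrolysis.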
SIAE inh: human SIAE inhibition, primary screen; Q9HAT2; SIAE FP-Rh probe binding, fluorescence polarization; inhibition, % at 9.66 µM; actives 0.69% (n = 370,000);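 active = inhibition above a cutoff: mean of compounds within the control limits plus 3 SD of those, cut at about 17% in these data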;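 also: 0% = plate median of compound wells and 100% = probe without SIAE protein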
LEDGF integ inh: blocks HIV-1 LEDGF/p75-dependent DNA integration. TR-FRET IN-LEDGF/p75 DNA integration, Eu/Cy5. inhibition, % at 3.7 µM. actives 0.64% (n = 370,000). AID 743269;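 active = inhibition above the screen-wide mean plus 3 SD, cut at about 13% in these data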;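 also: signal is the Cy5 over europium emission ratio at 671 and 618 nm; 0% = plate median of compound wells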
rCAG binder: binds r(CAG) RNA repeats. actives 1.3% (n = 370,000). inhibition, % at 3 µM. r(CAG) RNA repeat, TO-PRO-1 dye displacement fluorescence;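 active = inhibition above the plate cutoff, the mean of all test compounds on that plate plus 3 SD, cut at about 35% in these data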;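 also: 0% = DMSO alone and 100% = 100 µM mitoxantrone as full dye displacement; higher means more dye released from RNA so lower well fluorescence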
PRMT1 FP inh: inhibitors of human PRMT1 | Q99873 | recombinant PRMT1, activity-based probe fluorescence polarization | inhibition, % at 2.79 µM | actives 1.3% (n = 370,000);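 active = inhibition above about 21% made by adding two undisclosed values, limit read from the data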
mABHD4 FP: ABHD4 (mouse) inhibition, primary FP screen; inhibition, % at 8.92 µM; actives 0.54% (n = 370,000); purified mABHD4, FP-Rh probe fluorescence polarization; Q8VD66;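 active = inhibition exceeding the mean over every tested compound plus 3 SD, cut at about 30% in these data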;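 also: 0% = plate median of compound wells and 100% = S159A mutant with DMSO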
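Material: mouse ABHD4 enzyme, wild type; Benchmarks: S159A mutant high control, sample median low control; Buffer or medium: HEPES pH 7.0, NaCl, Pluronic buffer; Signal: fluorescence polarization; Read-out: percent inhibition of probe binding, normalized to plate controls; Timing: pre-incubation 45 min, probe exposure 60 min, at 25 °C; Dosing: 8.92 µM, single dose.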
The depositor's hits bear a star; x = no result given; & = joins results of further samples. Not all compounds are listed; count on the stated rates, not on these rows.

Sample of the layout:
SMILES	NR1D1 modulator	PG9 binder	TCR CD3 inh	HTRA1 inhibitor	TDP2 inh	SIAE inh	LEDGF integ inh	rCAG binder	PRMT1 FP inh	mABHD4 FP
CC(C)CN(C(=O)COC(=O)C12CC3CC(CC(C3)C1)C2)c1c(N)n(Cc2ccccc2)c(=O)[nH]c1=O	-4	1.1	-1	0	1	-1	-2	-1	-1	1
Cc1ccc(C)c(NS(=O)(=O)c2ccc3[nH]c(=O)[nH]c3c2)c1	0	-1.1	-4	3	5	0	-2	2	-3	5
O=C(NC1CCCCC1)C(c1ccc(O)c(O)c1)N(C(=O)Cn1nnc2ccccc21)c1cccc(O)c1 (stereo not given)	1	-2.0	5	47*	-17	1	1	1	4	14
CC12CCC(C/C1=N/NC(=O)Nc1ccccc1)C2(C)C (stereo not given)	-1	-0.2	-10	5	-3	-9	0	-7	6	-10

All compounds of this part, from the start:
SMILES	NR1D1 modulator	PG9 binder	TCR CD3 inh	HTRA1 inhibitor	TDP2 inh	SIAE inh	LEDGF integ inh	rCAG binder	PRMT1 FP inh	mABHD4 FP
CC(C)CN(C(=O)COC(=O)C12CC3CC(CC(C3)C1)C2)c1c(N)n(Cc2ccccc2)c(=O)[nH]c1=O	-4	1.1	-1	0	1	-1	-2	-1	-1	1
Cc1ccc(C)c(NS(=O)(=O)c2ccc3[nH]c(=O)[nH]c3c2)c1	0	-1.1	-4	3	5	0	-2	2	-3	5
O=C(NC1CCCCC1)C(c1ccc(O)c(O)c1)N(C(=O)Cn1nnc2ccccc21)c1cccc(O)c1 (stereo not given)	1	-2.0	5	47*	-17	1	1	1	4	14
CC12CCC(C/C1=N/NC(=O)Nc1ccccc1)C2(C)C (stereo not given)	-1	-0.2	-10	5	-3	-9	0	-7	6	-10
COc1ccccc1-c1c(C)nn2c(N3CCCCCC3)cc(C)nc12	1	0.8	1	7	-1	3	-2	0	1	9
CCOc1ccc(-c2nnn(CC(=O)Nc3ccccc3OC)n2)cc1OCC	5	-0.2	-2	-9	2	-38	0	-2	0	3
CCOC(=O)/C(C#N)=C1/SC(CC)C(=O)N1c1ccc(Br)cc1 (stereo not given)	-2	1.0	0	-4	-8	-4	3	12	1	-12
Cc1cc(C)c(C)c(S(=O)(=O)N(C)C2CCN(C)CC2)c1C	2	-1.4	0	1	-5	0	-4	-7	-1	4
O=C(CSc1nnnn1-c1ccc(C(=O)O)cc1)NC1CCCCC1	-4	0.9	-4	15	6	6	-1	-1	3	4
Cc1cc(C)cc(NC(=O)CSc2nc3[nH]c(=O)cc(O)c3s2)c1	-4	0.7	0	-21	11	-14	-2	18	11	5
O=S(=O)(c1ccc(-n2cnnn2)cc1)N(C1CCCCC1)C1CCCCC1	-3	1.9	-2	5	0	-2	-2	2	5	-9
O=C(CCNC(=O)c1ccc([N+](=O)[O-])cc1)NCCc1ccc(Cl)cc1	2	-1.1	6	4	8	-1	4	-1	-1	1
Cc1ccccc1NC(=O)CCCN1C(=O)C2CC=CCC2C1=O (stereo not given)	-2	0.4	-5	2	18	6	0	-1	-1	8
COc1cc2nc(N3CCN(C(=O)c4ccco4)CC3)nc(N)c2cc1OC	-2&-3	0.8	-1	2	1	-1	0	1	-1	0
Cc1ccnc(NC(=O)CNC(=O)c2ccc3c(c2)OCO3)c1	-2	-1.5	2	4	6	1	-2	0	-2	0
COc1ccc(OC)c(NC(=O)CN2C(=O)COc3ccc(C)cc32)c1	-2	-1.9	-1	-5	-12	6	4	0	-1	-4
CCOC(=O)C1CCCN(C(=O)c2cnn3c(C(F)(F)F)cc(-c4ccccc4)nc23)C1 (stereo not given)	8	0.5	-8	-3	6	-3	-2	-8	1	2
COC(=O)c1ccc(CNC(=O)C2CCC(=O)N(CCc3ccccn3)C2)cc1 (stereo not given)	-3	1.7	-6	9	-3	4	-4	-1	3	4
Cn1c(C(=O)N2CCN(c3cccc(C(F)(F)F)c3)CC2)cc2sccc21	4	-0.9	8	-29	-2	-2	-2	-4	1	-9
CC(C)(C)c1ccc(C#C[C@@H]2C=C[C@@H](O)[C@@H](CO)O2)cc1	-11	-2.2	-4	x	0	8	0	-1	-1	-2
Cc1cc(C)c2oc(-c3ccc(Cl)c(NC(=O)c4ccc(C#N)cc4F)c3)nc2c1	9	0.0	3	-6	12	-4	0	1	0	-1
CCOC(=O)C1(C)CCCN1C(=O)c1cc(F)ccc1C (stereo not given)	-2	0.5	3	x	2	-1	1	0	-1	2
O=C(OCC(=O)N1CCCCC1)c1cc(NS(=O)(=O)c2ccc(Cl)c([N+](=O)[O-])c2)ccc1O	3	-2.8	4	-6	1	-1	1	24	1	-5
COc1ccc(-c2nc(N3CCOCC3)nc3n[nH]c(N)c23)cc1	0	1.9	5	1	-8	7	-3	-2	-3	-3
COC(=O)[C@@]1(C)[C@H]2C(=O)N(Cc3ccccc3)C(=O)[C@H]2[C@H]2CN=C(SCc3ccc(C)cc3)N21	0	0.6	3	3	-2	1	9	2	0	-3
COC(=O)c1cc2nc(-c3ccc(OC)c(OC)c3)cc(C(F)(F)F)n2n1	-1	-2.4	5	-3	-1	5	3	-1	1	-2
N/C(=N\C(=S)Nc1ccccc1)c1ccccc1	-1	1.1	1	-3	0	9	5	-1	-3	-8
O=C(Nc1cccc(S(=O)(=O)NC2=NCCC2)c1)c1ccc(F)cc1F	2	0.2	-3	2	-3	4	-2	3	-3	1
CCN1CCN(c2ccc(S(=O)(=O)N3CCCCC3)cc2NC(=O)/C=C/c2ccc(OC(F)F)cc2)CC1	0	1.3	-9	-35	-9	-5	-3	3	6	9
Nc1nc(CN2CCc3ccccc3C2)nc(Nc2ccccc2)n1	5	-1.7	4	-7	0	0	1	-3	0	-1
Nc1ccc(C#Cc2ccc3oc4ccccc4c(=O)c3c2)cc1	2	-1.0	-3	13	-11	8	1	17	-2	1
COCCN(CCOC)c1ncc(Cl)c(C(=O)c2c(C)cc3ccccn23)n1	-1	0.3	2	-3	3	-3	1	-6	-3	-7
CCC(=O)n1nc(-c2ccco2)nc1SCc1ccccc1	3	-1.5	-2	-2	-15	1	-1	7	1	-4
O=C(CCl)Nc1ccccc1C(=O)c1ccccc1	-1	0.3	1	-2	-2	-4	-4	4	2	3
CCN(C(=O)COC(=O)c1cc(OC)c(OC)cc1[N+](=O)[O-])C1CCS(=O)(=O)C1 (stereo not given)	-2	0.1	-3	2	18	3	-5	-4	-2	1
O=C1OC(Nc2cc(Br)cc3cccnc23)c2ccccc21 (stereo not given)	-23	-7.7	37*	45*	79*	34*	54*	14	31*	88*
Fc1cccc(C2CC(c3cccc(Br)c3)Nc3nnnn32)c1 (stereo not given)	4	-0.4	8	-8	10	10	0	1	2	3
Cc1nc(CS(=O)(=O)c2ccccn2)sc1C(=O)NNC(=O)c1ccccc1	2	-1.3	4	4	4	9	-2	2	4	1
CNC(=S)N(Cc1ccccc1)Cc1cccnc1	2	-4.6	1	1	0	7	4	0	-7	7
C/C(CCC(C)C)=N\NS(=O)(=O)c1ccc(C)c([N+](=O)[O-])c1	2	-0.9	2	1	6	5	-1	5	1	-4
O=C(CSc1nnc(CNC(=O)c2c(F)cccc2F)o1)Nc1ccc2c(c1)OCCO2	-1	-0.7	5	-3	9	-4	0	2	3	-3
Cc1cccc(NC(=O)Cn2cnc3ccc(S(=O)(=O)N4CCC(C)CC4)cc3c2=O)n1	-1	0.9	-2	-5	-1	-2	-1	8	0	-5
O=C(CN1CCN(c2ccccc2F)CC1)c1c[nH]c2ccccc12	-4	-2.4	3	-5	3	4	-1	-1	0	4
COc1ccc(C(=O)N2CCCC(C(=O)O)C2)c2ccccc12 (stereo not given)	-6	1.2	4	-3	11	-1	5	1	-2	-5
C=C1[C@@H]2CC[C@H]3[C@]4(C)[C@@H](O)CC[C@@](C)(C(=O)OC)[C@H]4C[C@H](O)[C@]3(C2)[C@H]1O	-1	x	x	x	15	9	-1	0	0	3
CCCCn1c(N)c(N(CCOC)C(=O)CCNC(=O)c2ccc(Cl)cc2)c(=O)[nH]c1=O	0	-1.9	-14	-2	-12	2	0	0	0	-3
COc1cccc(/C=N/n2c(SC)nnc2-c2ccccc2)c1O	-5	0.6	9	-4	-10	0	2	6	-2	-4
COc1ccc(CNc2nc3ccccc3n2CCN2CCCCC2)c(OC)c1	-5	2.9	4	-8	1	0	-1	-6	-1	12
Cc1cnnc2c1-c1no[n+]([O-])c1CC2	1	-3.4	1	5	-16	-6	7	2	-2	-3
CCOc1ccc(CN(C(=O)c2cc3ccccc3oc2=O)C2CC2)cc1	0	-3.7	8	-4	-10	17	-1	-7	-3	2
COCCNc1nc(NCCOc2ccccc2Cl)c2sc(-c3ccccc3)cc2n1	-4	-2.2	1	x	-5	20*	3	7	-7	13
CCN(CC)S(=O)(=O)c1ccc(N2CCCCC2)c(NC(=O)/C(C#N)=C/c2ccc(OC)cc2)c1	-1	-1.2	6	-8	11	-2	0	10	-3	9
O=C1c2ccccc2-c2n[nH]c(=O)c3ccc(N4CCCCC4)c1c23	14	-2.8	-3	9	-2	4	-4	37*	0	13
COc1ccc(CN2C(=O)N3Cc4cc(OC)ccc4C3CS2(=O)=O)cc1 (stereo not given)	-1	x	x	x	9	-3	0	2	4	6
CCOC(=O)c1ccccc1NC(=O)COC(=O)CCCOc1ccccc1	1	-2.4	-1	-18	-14	3	3	-4	-4	2
COc1ccc(Cl)cc1NC(=O)c1nnn(CC(=O)Nc2cc(C)cc(C)c2)c1N	-8	0.9	1	-2	-4	-3	-6	6	-1	3
Nc1ccc(C(=O)N2N=C(c3ccc(F)cc3)CC2(O)C(F)(F)F)cc1 (stereo not given)	2	0.7	-7	-3	-5	2	2	0	7	-4
O=C(CCCc1ccccn1)c1cccc2ccccc12	5	-0.1	-1	-6	1	13	7	4	3	-6
O=C1CSc2ccc(C(=O)N3CCCCC3)cc2N1	-3	0.1	0	-1	-4	3	3	1	9	6
Cc1cccc(NC(=S)N(CCCN2CCOCC2)Cc2cn(C)c3ccccc23)c1	-2	-1.3	-4	0	-4	-1	0	3	1	-30
(more compounds)
SMILES	NR1D1 modulator	PG9 binder	TCR CD3 inh	HTRA1 inhibitor	TDP2 inh	SIAE inh	LEDGF integ inh	rCAG binder	PRMT1 FP inh	mABHD4 FP
O=C1S/C(=C/c2ccccc2)C(=O)N1CC(O)Cn1c2ccccc2c2ccccc21 (stereo not given)	6	-0.3	-7	-13	-12	-1	0	8	4	-5
COC(=O)CSc1nc2ccc(N)cc2s1	-3	-0.7	-4	6	-6	18*	-2	3	1	8
CC1(C(=O)Nc2ccc3c(c2)OCCO3)CN(S(C)(=O)=O)CC(=O)N1CCCN1CCOCC1 (stereo not given)	-4	-0.6	4	x	12	-2	-1	0	-3	-4
O=C(NCCN1CCOCC1)NC1(C(F)(F)F)Oc2ccc(Cl)cc2O1 (stereo not given)	1	0.4	-1	16	1	4	-3	-2	9	11
COCCN(C(=S)Nc1cc(C)cc(C)c1)C(C)c1ccco1 (stereo not given)	0	-0.4	-7	6	-11	-3	-1	-8	10	-10

Assay outcomes (PubChem)
